MmCpn inh – Inhibitors of TCP-1 ring complex (TRiC) of Methanococcus maripaludis (MmCpn): qHTS | Potency, µM (highest dose often 76.9 µM), for inactives: at the top dose activity, negative = inhibition, hits mostly inhibitors | actives 0.031% (n = 330,000) | Chaperonin Mm-Cpn (Methanococcus maripaludis) | purified Mm-Cpn ATPase, ADP Transcreener TR-FRET | AID 504842, 2011; note: potency is the fitted concentration of half-maximal effect; % is set by controls: 0 for no effect and ±100 for the full control effect; nearly all actives have a fitted effect of over 80% in size
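Purified archaeal Mm-CPN (25nM final) preincubated 10 min at 37degC with compound, then 10uM ATP for 30 min at 37degC; ADP measured by HTRF Transcreener TR-FRET; buffer 30 mM TRIS pH 7.4, 100mM KCl, 5mM MgCl2, 1mM DTT.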
TDP43 rescue – qHTS of TDP-43 Inhibitors | TDP-43 expressing yeast growth rescue, BacTiter-Glo, 24 h | Potency, µM (highest dose often 46.1 µM), for inactives: top-dose growth rescue (activation), most hits filed as activators | AID 652104, 2013 | actives 1.8% (n = 410,000); note: potency is the fitted concentration of half-maximal effect; % of control where 0% means no effect; nearly all actives have a fitted effect of over 50% in size
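Luminescence from BacTiter-Glo reports growth of TDP-43-expressing yeast after 24 hr at 30 deg C with compound. Cells were raffinose-pregrown to mid-log, then seeded in galactose medium at OD600=0.02.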
Abeta yeast res – qHTS for compounds that reverse cellular toxicity of Amyloid beta (A-beta) peptide in yeast: Primary Screen. yeast expressing A-beta42, growth rescue, OD600, 48 h; response scale: 0% DMSO, 100% iron-clioquinol control. Potency, µM (top dose mostly 46.1 µM), inactives show top-dose growth rescue, hits mostly activators. actives 0.063% (n = 410,000). AID 1347071, 2019; note: potency is the fitted concentration of half-maximal effect; nearly all actives have a fitted effect of over 55% in size
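Growth rescue measured by 600 nm absorbance after 48 h yeast culture at 30 C with compound. Values normalized between DMSO and an equimolar ferric chloride plus clioquinol control.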
HEK293 tox – qHTS of GLP-1 Receptor Inverse Agonists: Cytotox Screen | AID 624418, 2012 | Potency, µM (doses to about 38.3 µM), for inactives: top-dose activity change, negative = inhibition, hits mostly inhibitors | HEK293 cAMP-luciferase reporter cells, luminescence, 24 h | actives 0.13% (n = 410,000);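 note: loss of luciferase light is scored as toxicity; potency is the fitted concentration of half-maximal effect; % is set by controls: 0 for no effect and ±100 for the full control effect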
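Cells in DMEM/10% Nu serum/1% pen-strep, 1536-well format. Pre-incubated 12 h, dosed with 23 nL compound, incubated a further 24 h. Luciferase detection, 12 min at room temp, luminescence.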
FUS yeast rescue – qHTS for Suppressors of FUS Proteinopathy: Primary screen using FUS-linked yeast assay; actives 0.24% (n = 390,000); S. cerevisiae FUS-expressing, growth rescue, OD600, 24 h; Potency, µM (top dose mostly 76.6 µM), without a hit: at the highest dose growth rescue (activation), most hits filed as activators;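 note: potency is the fitted concentration of half-maximal effect; plate controls were DMSO vehicle for no effect and reference control for full effect; nearly all actives have a fitted effect of over 55% in size; some results filed as inactive show a strong effect at the top dose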
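Galactose (2%) drives FUS expression in yeast precultured in raffinose; seeding density OD 0.005. Test compounds incubated 24hr at 30C and 99% humidity before absorbance at 600 nm was measured.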
Akt phos inh – HTS Assay for Inhibitors of Akt Phophorylation: Primary Screen | Neuro2A IGF-stimulated pAkt S473 HTRF, 20 min; stronger effect = lower value | activity change, % for hits at 50 µM | actives 0.32% (n = 360,000); in the data active = activity change below about -80%; inconclusive = mostly about -51% to -80%; note: % is set by controls: 0 for no effect and ±100 for the full control effect
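Single-point screen (50 µM final compound) in Neuro2A cells stimulated 20 min with 6 nM IGF at 37 deg C. After lysis, Ser473-phosphorylated Akt read by HTRF (ex 330 nm, em 615/665 nm) as the 665/615 ratio.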
PTHR1 ag – qHTS for PTHR1 Agonists: Primary Screen | HEK293 GP2 PTHR1 cells, GloSensor cAMP luminescence, 1 h | Parathyroid hormone/parathyroid hormone-related peptide receptor (Homo sapiens), Q03431 | actives 0.075% (n = 410,000) | Potency, µM (titrated, usually from 115 µM), without a hit: at the highest dose activation, usual class: activators; note: potency is the fitted concentration of half-maximal effect; nearly all actives have a fitted effect of over 55% in size; some results filed as inactive show a strong effect at the top dose; inactives centre near -15; many of its hits are not listed in these tables
Target sequence (Q03431 whole entry, looked up): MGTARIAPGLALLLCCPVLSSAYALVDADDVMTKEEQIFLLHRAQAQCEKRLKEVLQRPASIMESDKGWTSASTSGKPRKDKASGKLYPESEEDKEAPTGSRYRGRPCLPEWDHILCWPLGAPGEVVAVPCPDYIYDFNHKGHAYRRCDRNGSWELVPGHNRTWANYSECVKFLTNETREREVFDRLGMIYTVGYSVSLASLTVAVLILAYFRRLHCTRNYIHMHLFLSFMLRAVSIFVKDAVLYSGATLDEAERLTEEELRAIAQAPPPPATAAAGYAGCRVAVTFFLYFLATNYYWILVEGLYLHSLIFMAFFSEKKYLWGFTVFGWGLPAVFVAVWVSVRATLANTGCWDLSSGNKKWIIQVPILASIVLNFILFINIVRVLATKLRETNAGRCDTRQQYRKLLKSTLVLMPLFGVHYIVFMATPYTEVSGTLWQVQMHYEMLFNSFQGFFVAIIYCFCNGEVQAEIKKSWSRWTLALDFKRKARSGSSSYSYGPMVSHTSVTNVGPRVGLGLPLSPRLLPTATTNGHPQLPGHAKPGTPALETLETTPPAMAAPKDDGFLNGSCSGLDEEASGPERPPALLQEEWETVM
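HEK-293-derived GP2 cells expressing PTHR1 and a GloSensor cAMP reporter, 3,000/well, plated overnight, given luciferin plus IBMX (each 0.5 mM as added) for 1 h at 37 °C, then compound for 1 h at 37 °C. Luminescence was read after 15 min at room temperature.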
aSyn yeast inh – qHTS of alpha-syn Inhibitors | Potency, µM (series often up to 46.1 µM), for the others: at the highest dose growth rescue (activation), usual class: activators | actives 0.14% (n = 370,000) | Yeast expressing alpha-synuclein, growth rescue, BacTiter-Glo, 24 h | AID 652106, 2013; note: potency is the fitted concentration of half-maximal effect; % of control where 0% means no effect; nearly all actives have a fitted effect of over 65% in size
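Readout is rescue of growth in alpha-synuclein-expressing yeast, so inhibitors of toxicity appear as activators. Growth after 24 hr at 30 deg C in galactose medium is quantified by luminescence.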
GLP1R inv ag – qHTS of GLP-1 Receptor Inverse Agonists (Inhibition Mode); actives 1.6% (n = 410,000); HEK293 GLP-1R CRE-luciferase, luminescence, 24 h; GLP-1R form is constitutively active; Glucagon-like peptide 1 receptor (Homo sapiens), P43220; Potency, µM (highest dose often 38.3 µM), without a hit: top-dose activity change, negative = inhibition, hits mostly inhibitors; note: potency is the fitted concentration of half-maximal effect; % is set by controls: 0 for no effect and ±100 for the full control effect; nearly all actives have a fitted effect of over 55% in size
Target sequence (P43220 whole entry, looked up): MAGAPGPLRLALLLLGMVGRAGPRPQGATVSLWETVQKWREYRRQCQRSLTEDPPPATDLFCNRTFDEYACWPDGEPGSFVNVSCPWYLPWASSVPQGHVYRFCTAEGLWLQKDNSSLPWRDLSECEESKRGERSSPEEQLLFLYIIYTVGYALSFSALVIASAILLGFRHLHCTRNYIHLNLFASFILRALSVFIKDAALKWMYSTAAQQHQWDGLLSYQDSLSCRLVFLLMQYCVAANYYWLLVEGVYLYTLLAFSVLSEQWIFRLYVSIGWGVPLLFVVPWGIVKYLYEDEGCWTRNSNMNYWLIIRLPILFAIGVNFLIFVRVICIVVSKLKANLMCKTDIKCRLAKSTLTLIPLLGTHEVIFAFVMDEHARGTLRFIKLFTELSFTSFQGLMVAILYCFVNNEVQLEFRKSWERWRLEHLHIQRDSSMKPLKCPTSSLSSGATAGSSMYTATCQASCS
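Using stably transfected HEK293 (constitutively active GLP-1R, cAMP-luciferase reporter), compounds were incubated 24 hr and luciferase measured by luminescence.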
* marks the source's active call; other numbers are inactive results; i = inactive; u = inconclusive; x = no result given; & = joins results of further samples; [ ] = another dose, or the depositor's remark. Unless noted, calls come from the whole dose curve; as a rule, active = well fitted curve in the direction sought with a large enough effect; inconclusive = small, poorly fitted or top-dose-only effect, or another doubt; inactive = no such curve, though single readings can be large; an effect the other way counts as inactive or inconclusive. The list is partial; count on the stated rates, not on these rows.

Values in the order – MmCpn inh, TDP43 rescue, Abeta yeast res, HEK293 tox, FUS yeast rescue, Akt phos inh, PTHR1 ag, aSyn yeast inh, GLP1R inv ag
> CN(Cc1ccco1)C(=O)CSc1nc(C2CC2)n(-c2ccccc2)n1
→ 2.3%, 15.6%, 5.1%, 9.7%, 9.3%, i, -3.9%, 1.1%, -28.9%
> COc1ccc(OCc2cc(C(=O)N3CCCN(C(C)=O)CC3)no2)c(Cl)c1
→ 0.8%, 12.0%, 6.5%, -14.0%, -4.6%, i, -5.5%, 0.9%, 4.1%
> Cc1ccc(NC(=O)CSc2nc3c(c(=O)[nH]2)CN(Cc2ccc4c(c2)OCO4)CC3)cc1C
→ x, -5.0%, -11.1%, 0.0%, 11.7%, x, -21.9%, x, 0.3%
> CCCCCCCCn1c(=O)c(C(=O)OCC)c(O)c2ccccc21
→ 0.8%, -5.7%, 22.3%, -4.6%, 12.1%, i, -12.1%, 3.7%, -30.3%
> Cc1cccc(NC(=O)CSc2nnc(NC(=O)c3ccco3)s2)c1
→ -0.7%, -9.7%, -8.3%, 8.9%, 5.9%, i, i, -4.7%, 18.4%
> COc1ccc(OC)c(NC(=O)Cn2c(CCC(=O)O)ccc2-c2ccccc2)c1
→ 2.5%, 7.7%&-3.0%, -10.7%&29.6%, 5.3%&80.0%, u, i, -17.6%, 7.8%, 6.5%&-8.0%
> CCCCCC(=O)Nc1cc(S(=O)(=O)O)cc2cc(S(=O)(=O)O)cc(O)c12
→ x, 19.8%, -0.2%, 7.5%, x, i, i, 4.2%, 5.5%
> O=C1NC[C@H](CCCCN2C[C@H](Cc3ccc(O)cc3)N(CCc3ccc(O)cc3)C(=O)C2=O)N(CC2CCCCC2)C1=O
→ x, 8.4%, -0.5%, 1.6%, 3.7%, i, 2.9%, -3.2%, 22.1%
> Cn1c(C(=O)NCCN2CCOCC2)cc2c(=O)n(C)c3ccccc3c21
→ -2.0%, 2.7%, -9.6%, -0.9%, -12.8%, i, -5.7%, u, 33.7%[activator]
> COc1cccc(CN(C)CC(=O)Nc2ccccc2C(=O)Nc2ccccc2)c1
→ -23.8%, 2.3%, -20.1%, -7.5%, 14.7%, i, i, -0.7%, u
> Cc1ccc(C)c(S(=O)(=O)c2nnn3c2nc(Nc2ccc(C)c(C)c2)c2sccc23)c1
→ x, 5.2%, -7.4%, 1.6%, -15.3%, x, -7.7%, x, 6.8%
> Cc1nn(C(C)C(=O)Nc2ccc(Cl)cn2)c(C)c1[N+](=O)[O-] (stereo not given)
→ 0.6%, -10.1%, 0.4%, 8.9%, 9.1%, i, i, 11.6%, -3.5%
> Cc1cccc(C2=NN(c3ccccc3)[C@@H](C(=O)N3CCOC3=O)[C@@H]2C)c1
→ -0.3%, 22.6%, 15.0%, 4.2%, -14.0%, i, -20.1%, 0.5%, u
> CC(=O)c1ccc(NC(=O)C2CCCN(S(=O)(=O)c3cccc4nonc34)C2)cc1 (stereo not given)
→ -3.8%, -6.2%, -19.1%, 0.0%, -4.4%, i, -5.9%, -1.4%, 0.2%
> Cc1nn2c3ccccc3n(CC(=O)c3cccs3)c2nc1=O
→ 2.0%, -20.6%, -15.7%, -2.0%, 10.7%, i, -3.1%, -0.5%, 16.4%
> S=C1c2ccccc2CN1c1ccccc1
→ 1.5%, 6.5%, -3.2%, -5.0%, -13.6%, i, i, -0.2%, -0.8%
> Cc1ccccc1-c1nc(Cc2ccccc2)no1
→ 2.1%, 8.4%, 4.6%[9.22 µM], -0.5%, -41.6%[inhibitor], i, -20.2%, -2.7%, -21.6%
> C=CCC1C=C(C)CC(CC=C)N1 (stereo not given)
→ -1.0%, -8.1%, 15.1%, 0.7%, -6.5%, i, 3.2%, 1.7%, 5.8%
> COc1cccc(C2CC(c3ccc(NS(C)(=O)=O)cc3)=NN2C(=O)c2ccccc2)c1OC (stereo not given)
→ 1.4%, -9.4%, 3.8%, 3.6%, 25.4%, i, -29.6%, 6.9%, 13.9%
> CCOC(=O)Nc1ccc(S(=O)(=O)N(C)C(C)C)cc1
→ 2.4%, 23.4%, u, 2.8%, 16.6%, i, -11.5%[57.5 µM], 6.9%, 5.3%
> CCOC(=O)N1CCC(NC(=O)c2ccc(CNS(=O)(=O)c3ccc(F)cc3)cc2)CC1
→ -4.3%, -15.1%, 5.3%, 2.7%, 15.2%, i, i, -3.6%, 12.6%
> O=C(CSc1nc(-c2ccco2)nc2cc(=O)[nH]n12)Nc1ccccc1Cl
→ x, 25.6%, -2.0%, 1.5%, 17.2%, x, i, x, 11.8%
> C/C(=N\NC(=O)c1c(Cl)cnn1C)c1cccc(NC(=O)C(C)C)c1
→ 0.0%, -10.6%, -5.9%, -9.1%, x, i, -43.5%, 1.2%, 21.0%
> O=C(COC(=O)CCS(=O)(=O)c1ccccc1)Nc1cc(S(=O)(=O)N2CCCCC2)ccc1Cl
→ -1.3%, 10.1%, 5.0%, -4.5%, u, i, i, 0.5%, -20.6%
> CC(=O)c1c(C)[nH]c(C(=O)OCC(=O)N2CCc3ccccc32)c1C
→ -4.4%, -12.9%, 0.0%, 74.1%[activator], 38.4%, i, -30.6%[inhibitor][57.5 µM], -0.7%, 16.4%
> COc1cc(Cl)ccc1OCc1cc(C(=O)N[C@H]2CCCCNC2=O)no1
→ -3.8%, 21.7%, -3.0%, -3.3%, 5.2%, i, -10.6%, 2.8%, 16.4%
> Cc1ccsc1/C=N/NC(=O)c1ccco1
→ 0.2%, 16.9%, -9.1%, -11.7%, x, i, i, -13.5%, -0.8%
> Cc1nn(C)c(Cl)c1CN1CCCC(CO)(Cc2ccccc2)C1 (stereo not given)
→ 4.0%, -8.8%, 3.5%, 4.2%, 42.8%, i, u, -1.4%, -2.3%
> COc1ccc(C(=O)CC(=O)c2ccccc2)cc1
→ x, -0.3%, -36.9%, 5.0%, 10.2%, i, -20.6%, -7.5%, -13.0%
> CC1=NN(c2ccccc2)C(=O)/C1=C\c1cc(C)n(-c2cccnc2)c1C
→ -0.5%, 21.9%, 4.8%, 1.2%, 4.5%, i, i, 6.0%, 2.3%
> CCOC(=O)CC1C(=O)NCCN1C(=O)c1cc2c(=O)n3cccc(C)c3nc2s1 (stereo not given)
→ -1.5%, 8.4%, 2.4%, 31.4%[activator], 5.3%, i, -13.1%, u, 31.9%[activator]
> O=C(NCC1([N+](=O)[O-])CN(C(=O)c2ccccc2)CN(C(=O)c2ccccc2)C1)c1ccccc1
→ -3.2%, -15.0%, -6.6%, -0.7%, 7.1%, i, -14.5%, 3.6%, -0.4%
> O=C(CCS(=O)(=O)c1cccs1)Nc1ccc(C(=O)Nc2ccccc2F)cc1
→ x, -6.4%, -11.1%, 1.1%, 31.4%, x, -66.7%, x, -7.9%
> CN(NC(=O)c1ccc(Cl)cc1Cl)C1=NS(=O)(=O)c2ccccc21
→ 2.6%, 17.6%, 12.1%, 7.6%, -26.0%, i, -13.4%, 4.5%, 2.6%
> CCOC(=O)C1(C)Oc2cccnc2NC1=O (stereo not given)
→ -1.4%, 5.6%[9.22 µM], -4.5%, -8.9%, 9.1%, i, 6.3%, -9.6%, 13.8%
> CCC/C(=N/NC(=O)c1ccccc1Cl)c1ccccc1
→ -1.0%, 21.4%, -7.2%, -20.7%, -1.7%, i, 6.1%, 0.5%, u
> Cc1ccc(CONC(=O)c2ccc(C)cc2)cc1
→ u, 3.6%, 6.0%, 2.4%, -5.4%, i, -13.8%, 1.6%[1.84 µM], u
> COCc1ccc(C(=O)N(C)CC2CCCN(CCc3ccc(OC)cc3)C2)o1 (stereo not given)
→ -0.8%, -30.9%[inhibitor], -14.7%, 15.6%, -0.4%, i, i, 1.3%, -7.7%
> O=C(C[C@H]1C[C@H](C(=O)N2CCCCC2)[C@@]2(CCc3ccccc3)c3[nH]c4ccc(Cl)cc4c3CCN2C1=O)NCc1cccc(C(F)(F)F)c1
→ -0.8%, 3.6%, 11.0%, -5.6%, 3.6%, i, -12.3%, 0.8%, 16.1%
> COc1ccc(-c2cc(C)no2)cc1S(=O)(=O)N1CCOc2ccccc21
→ -8.8%, -3.9%&4.1%, -17.0%&-20.1%, 7.7%&-2.9%, 4.5%&18.8%, x, -12.4%&-0.9%, -2.2%, 12.5%&-11.7%
> O=c1c2cc(N3CCOCC3)ccc2[nH]c(=S)n1CCc1ccccc1
→ 2.9%, 19.8%, 7.1%, -16.6%, 8.3%, i, -15.5%, 8.3%, -2.7%
> COc1ccc(C(=O)CN2C3=NCCCN3c3ccccc32)cc1OC
→ 0.1%, -1.9%, 11.6%, 69.4%[activator], x, i, i, 0.2%, -17.0%
> COc1ccc(Cc2nnc(SCC(=O)NCCc3ccccc3)o2)cc1
→ -1.8%, u, 21.4%, 9.1%, 10.7%, i, -3.7%[57.5 µM], 6.3%, 0.0%
